GRIN3A LBD mod: binders of NR3A ligand-binding domain, primary screen, biophysical, differential scanning fluorimetry, uHTS | Glutamate receptor ionotropic, NMDA 3A (GRIN3A) ligand-binding domain | NR3A LBD differential scanning fluorimetry, Tm shift; 0% = protein alone, 100% = glycine-bound protein | 340,000 tested, 2.5% active | Tm shift relative to glycine control, % at 25 µM;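 active = melting temperature shift of at least 10% of the positive control shift, at one fixed dose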
mIAP activ: activators of mouse IAP, primary screen, biochemical, luminescence, uHTS; intestinal alkaline phosphatase [Mus musculus]; muIAP, CDP-Star luminescence, 30 min; hits give high values; 1 = vehicle-only enzyme signal, 0 = enzyme-free wells; activation factor at 10 µM; 330,000 tested, 0.24% active; AID 2805, 2010;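 active = activation factor of at least 2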; also: the source names both 10 and 20 µM as test concentration; values of inactives mirror those of a sister screen read the other way
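System: Mouse IAP enzyme | Also added: CDP-Star substrate | Dosing: Compounds dispensed in DMSO | Schedule: 30 min enzyme-substrate-compound incubation at room temperature | Technique: Chemiluminescence readout | Control set: DMSO-only wells and no-enzyme negative control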
hIAP act: human IAP activators, primary screen, biochemical, luminescence, uHTS. activation factor at 10 µM. Intestinal-type alkaline phosphatase (Homo sapiens), P09923. AID 2524, 2010. 330,000 tested, 0.16% active. purified human IAP, CDP-Star luminescence, 30 min; hits give high values; 1 = vehicle-only enzyme, 0 = enzyme-free background;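 active = activation factor of the enzyme at least 2-fold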; also: the source names both 10 and 20 µM as test concentration; values of inactives mirror those of a sister screen read the other way
Target sequence (P09923 whole entry, looked up): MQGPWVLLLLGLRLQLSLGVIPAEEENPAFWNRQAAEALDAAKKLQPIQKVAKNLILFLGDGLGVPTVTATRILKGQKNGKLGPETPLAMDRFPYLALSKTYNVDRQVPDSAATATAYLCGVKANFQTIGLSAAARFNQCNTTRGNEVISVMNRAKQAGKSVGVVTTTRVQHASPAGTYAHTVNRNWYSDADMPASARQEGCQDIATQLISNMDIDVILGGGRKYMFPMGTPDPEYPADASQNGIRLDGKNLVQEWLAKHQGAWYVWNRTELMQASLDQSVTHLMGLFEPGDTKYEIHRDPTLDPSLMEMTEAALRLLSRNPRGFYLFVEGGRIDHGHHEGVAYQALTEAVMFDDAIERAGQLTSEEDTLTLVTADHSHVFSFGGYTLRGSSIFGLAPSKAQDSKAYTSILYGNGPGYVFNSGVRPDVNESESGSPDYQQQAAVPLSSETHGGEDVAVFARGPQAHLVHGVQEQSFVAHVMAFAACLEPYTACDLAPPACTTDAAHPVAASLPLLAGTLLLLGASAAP
hIAP inh: human IAP inhibitors, primary screen, biochemical, luminescence, uHTS. Intestinal-type alkaline phosphatase (Homo sapiens), P09923. purified IAP, CDP-Star luminescence, 30 min. inhibition, % at 10 µM. 330,000 tested, 0.12% active. AID 2544, 2010;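 active = inhibition reaching a set limit with compound at 10 µM in the primary screen, cut at about 35% in these data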;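 also: plate controls were DMSO wells with enzyme for no effect and no-enzyme buffer wells for full effect; values of inactives mirror those of a sister screen read the other way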
A3G deaminase: APOBEC3G DNA deaminase inhibitors, primary screen, biochemical, fluorescence, single-stranded DNA substrate, uHTS; inhibition, % at 20 µM; recombinant A3G, ssDNA deamination FAM/TAMRA fluorescence; 330,000 tested, 0.28% active; AID 493012, 2011; DNA dC->dU-editing enzyme APOBEC-3G (Homo sapiens), Q9HC16;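 active = inhibition of at least 40% at 20 µM, with no more than 30% in the related APOBEC3A deaminase screen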;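 also: plate controls were DMSO wells with A3G for no effect and wells lacking A3G enzyme for full effect; some compounds called inactive have numbers as strong as hits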
Target sequence (Q9HC16 whole entry, looked up): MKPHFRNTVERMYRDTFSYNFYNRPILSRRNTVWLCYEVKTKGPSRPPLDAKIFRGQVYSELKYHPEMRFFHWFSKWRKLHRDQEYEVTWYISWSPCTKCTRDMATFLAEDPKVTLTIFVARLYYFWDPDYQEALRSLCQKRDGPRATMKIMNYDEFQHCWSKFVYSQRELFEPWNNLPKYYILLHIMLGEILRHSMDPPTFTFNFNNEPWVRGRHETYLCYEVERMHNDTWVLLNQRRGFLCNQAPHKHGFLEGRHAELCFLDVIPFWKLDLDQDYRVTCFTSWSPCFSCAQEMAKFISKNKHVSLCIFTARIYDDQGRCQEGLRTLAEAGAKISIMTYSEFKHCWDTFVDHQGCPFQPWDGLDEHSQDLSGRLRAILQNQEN
A3A deaminase: APOBEC3A ssDNA deaminase inhibitors, primary screen, selectivity assay for APOBEC3G inhibitor project, biochemical, FAM/TAMRA oligo cleavage fluorescence. 330,000 tested, 0.41% active. inhibition, % at 20 µM. recombinant A3A, FAM/TAMRA ssDNA deamination fluorescence;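 active = at least 40% inhibition at 20 µM here, with at most 30% in a related deaminase screen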;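 also: plate controls were A3A with DMSO for no effect and wells lacking A3A enzyme for full effect; some results filed as inactive read as strong as hits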
beta cell repl: inducers of MIN6 beta-cell proliferation, primary screen, ATP luminescence, uHTS; MIN6 cells proliferation, ATPlite luminescence, 48 h; cells starved in 0.2% serum; 100% = growth in 10% serum; proliferation, % at 10 µM; 330,000 tested, 0.29% active; AID 2380, 2010;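 active = compounds whose signal lies at least 3.5 SD above the mean of all wells on their plate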;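 also: 0% = DMSO-treated cells in low-serum medium and 100% = 10% serum control; some compounds called inactive have numbers as strong as hits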
MPTP inh: mitochondrial permeability transition pore inhibitors, primary screen, biochemical, isolated mouse mitochondria, absorbance | Ca2+ swelling absorbance, 30 min | inhibition, % at 10 µM | 360,000 tested, 1.4% active | AID 602449, 2012;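 active = inhibition of 50% or more, scaled per plate between neutral and stimulator controls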;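 also: 0% = DMSO wells given calcium and 100% = 1 mM EGTA wells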
mIAP block: inhibitors of mouse IAP, primary screen, biochemical, luminescence, uHTS | AID 2806, 2010 | 330,000 tested, 0.2% active | inhibition, % at 10 µM | purified mouse IAP, CDP-Star luminescence, 30 min;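 active = inhibition of at least 40% at 10 µM in the primary screen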;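 also: plate controls were DMSO with enzyme for no effect and no enzyme wells for full effect; values of inactives mirror those of a sister screen read the other way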
Numbers without * were called inactive; . = no result given. Not a hit list. Share with any hit: about 5%.

SMILES	GRIN3A LBD mod	mIAP activ	hIAP act	hIAP inh	A3G deaminase	A3A deaminase	beta cell repl	MPTP inh	mIAP block
COC(=O)C1=C(C)C(c2cccs2)NC(=O)N1C (stereo unspecified)	-1	1	0.76	24	-4	-2	-2	0.1	0
CCC(CC)COC(=O)C1=C(C)NC(=O)NC1c1cccc([N+](=O)[O-])c1 (stereo unspecified)	2	0.83	0.84	16	7	0	-5	1.3	17
Cn1cc([N+](=O)[O-])c(C(=O)Nc2nccs2)n1	-1	0.94	0.83	17	-5	-2	1	0.0	6
COC(=O)c1ccccc1NC(=O)c1ccc2c(c1)CC(C)O2 (stereo unspecified)	7	1.1	1	0	-3	0	-4	-0.9	-7
COc1ccc(NC(=O)N(C)C[C@H]2Oc3ccc(NC(=O)C4CC4)cc3C(=O)N([C@H](C)CO)C[C@@H]2C)cc1	2	1.1	0.9	10	-1	0	-1	0.4	-5
CCCCOc1ccc(C(=O)OCC(=O)N2CCOCC2)cc1	0	0.95	0.97	3	-5	-3	0	0.0	5
Cc1c(CC(=O)O)c(=O)oc2c(C)c(OCc3c(F)cccc3Cl)ccc12	3	1	0.81	19	-6	0	-1	0.0	-2
CSc1ncc(Sc2ccccc2)c(C(=O)O)n1	1	0.94	1.1	-7	-5	-4	-2	-0.6	6
COC(=O)CC(NC(=O)c1ccc(C)cc1)c1ccccc1 (stereo unspecified)	1	1.1	1	0	4	3	-4	-0.9	-7
Cc1c(N2C(=O)c3ccc(Br)cc3C2=O)c(=O)n(-c2ccccc2)n1C	-2	1	1.1	-12	0	-1	-3	-0.8	-4
O=C(c1ccc(Cl)cc1)c1ccc(Oc2cc(NN3CCCCC3)c([N+](=O)[O-])cc2[N+](=O)[O-])cc1	-4	1	0.93	7	-9	-2	-8	0.2	-1
Cc1ccc(C)c(OCC(=O)O/N=C(\N)c2cccc([N+](=O)[O-])c2)c1	-7	0.84	0.71	29	-9	-2	-3	1.4	16
Cc1ccc(S(=O)(=O)N(Cc2cc3ccccc3[nH]c2=O)CC2CCCO2)cc1 (stereo unspecified)	-4	0.91	0.87	13	-8	-2	6	0.6	9
CN(C)c1nc(Oc2ccc(=O)[nH]n2)nc(N2CCCCC2)n1	-1	1.1	1.2	-17	2	7	-1	-1.6	-6
O=C(O)[C@H]1CCC(=O)N1Cc1ccco1	0	0.92	1	-2	1	2	-1	-0.5	8
CCOC(=O)CC(NC(=O)Cc1ccc(F)cc1)c1ccccc1Cl (stereo unspecified)	-1	1.1	0.88	12	-2	0	5	-0.4	-11
COc1ccc2cc(C3CC(c4ccco4)=NN3S(C)(=O)=O)c(Cl)nc2c1 (stereo unspecified)	0	0.96	1	0	-3	2	-1	1.4	4
O=C(CSc1ccccc1)Nc1ccc2c(c1)OCCO2	1	0.97	1.1	-10	-3	-1	0	-1.0	3
O=C(O)c1ccc2c(c1)CCCN2	-1	1.1	0.95	5	-11	-4	-1	2.2	-9
CCOC(=O)C(C)NC(=O)CCc1nnc2ccc(N3CCCCC3)nn12 (stereo unspecified)	-2	0.92	0.97	3	-6	0	-5	1.1	8
COc1ccc(C(=O)NC(C)CCn2cccn2)cc1OC1CCN(C(C)C)CC1 (stereo unspecified)	4	0.97	1.1	-14	-9	-5	3	0.8	3
CC(=O)c1cccc(NC(=O)N2CCCC2C(=O)Nc2ccc3c(c2)OCO3)c1 (stereo unspecified)	1	0.94	1	0	-4	0	0	-0.9	6
COCCCNc1nc2c(c(=O)n(Cc3cccc(Br)c3)c(=O)n2C)n1C	4	0.96	1.1	-7	-9	-6	-2	1.2	4
O=C(COC(=O)c1ccccc1F)NCc1ccc2c(c1)OCO2	0	0.98	0.84	16	-1	1	-2	-1.8	2
COc1ccc(NC(=O)CCC(=O)OC(C(=O)c2ccccc2)c2ccccc2)cc1 (stereo unspecified)	1	1	1.2	-20	-3	-1	-3	4.9	-3
CN1C(=O)N(C)C2(c3ccccc3)NNC(N)=NC12c1ccccc1 (stereo unspecified)	-2	1	0.97	2	-1	1	-2	2.8	-5
Cc1cc2cc(CCNC(=O)c3ccc(S(=O)(=O)N4CCCC4)cc3)c(=O)[nH]c2cc1C	-2	0.99	1.1	-6	-4	-3	-1	-0.8	1
Cc1ccc(CNC(=O)C2CC3Cn4c(nc5cc(Cl)c(Cl)cc54)C3N2C)o1 (stereo unspecified)	1	0.97	0.95	5	4	8	-3	0.0	3
O=C(Cn1cnc2c(oc3nc4c(cc32)CCCC4)c1=O)Nc1ccccc1	-3	1	1.3	-33	7	8	-4	-1.0	-5
COc1cc(NC(=O)CC(C)S(=O)(=O)c2cc3c(cc2C)NC(=O)CO3)cc(OC)c1OC (stereo unspecified)	3	0.96	1.1	-9	-6	-4	-2	-1.6	4
CC(C)(C)c1[nH]nc2c1C(c1ccoc1)C(C#N)=C(N)O2 (stereo unspecified)	9	0.97	1.1	-7	-10	-5	0	0.1	3
FC(F)(F)c1cc(Oc2ccc(Cl)cc2)nc(-c2ccccn2)n1	-5	0.99	0.92	8	-2	0	2	1.6	1
CC(=O)n1cc(N(C(=O)CCl)c2ccccc2)c2ccccc21	1	1.1	0.92	8	-4	0	-4	1.7	-12
COc1ccc(-c2nn(C)c(=O)c3ccccc23)cc1CNC(=O)c1ccco1	-3	1.1	0.94	6	0	3	-3	1.4	-11
CC1CC(NC(=O)CCn2c(=O)oc3ccccc32)CC(C)(C)C1 (stereo unspecified)	-2	1.1	0.88	12	-12	-6	2	-0.1	-5
CCOC(=O)C(=CNc1cccnc1Oc1ccc(C)c2c1CCC2)C(=O)OCC	0	0.91	0.96	4	-3	3	-4	5.7	9
COC(=O)c1nn(-c2nc(-c3ccc(OC)c(OC)c3)cc(C(F)(F)F)n2)cc1[N+](=O)[O-]	2	1	1.2	-20	-4	-2	0	0.4	-4
O=S1(=O)NC(c2ccccc2)CC(CC2CCCCC2)O1 (stereo unspecified)	-11	1.1	1.1	-6	0	2	-2	-1.2	-14
Oc1ccc(Br)cc1-c1cc(-c2ccco2)[nH]n1	19*	0.76	1.1	-14	-5	1	-4	-3.1	24
COC(=O)NC1(C(F)(F)F)C(=O)NC(C)=C1C(=O)OC (stereo unspecified)	2	1.1	1	-2	-8	-7	-2	1.0	-8

Records above shown as hits in GRIN3A LBD mod:
Compound	GRIN3A LBD mod	mIAP activ	hIAP act	hIAP inh	A3G deaminase	A3A deaminase	MPTP inh	mIAP block
Oc1ccc(Br)cc1-c1cc(-c2ccco2)[nH]n1	19*	0.76	1.1	-14	-5	1	-3.1	24

(listing goes on)
SMILES	GRIN3A LBD mod	mIAP activ	hIAP act	hIAP inh	A3G deaminase	A3A deaminase	beta cell repl	MPTP inh	mIAP block
CCCCn1c(N)c(N(CCOC)C(=O)c2cc(-c3ccccc3Cl)nc3ccccc23)c(=O)[nH]c1=O	-1	1	1.2	-20	19	2	-4	1.0	-1
O=C(NC(=S)Nc1ccc(Cl)cc1)c1ccccc1	1	0.86	1	-4	-10	-6	-7	0.3	14
COc1ccc(C2C(C#N)=C(C)NC3=C2C(=O)CC(C)(C)C3)cc1 (stereo unspecified)	-1	0.91	1.1	-11	0	1	-4	-1.2	9
Nc1nc(-c2ccco2)cs1	1	0.69	0.85	15	-5	-1	-2	-2.7	31
CCN/C=C(\C#N)S(=O)(=O)c1ccc(Br)cc1	2	1.1	1.2	-24	-2	-1	-3	4.1	-6
COC(=O)C1=C(CSc2nc3ccccc3s2)NC(=O)NC1c1ccc(F)cc1 (stereo unspecified)	1	0.93	1.2	-18	-4	-5	-5	2.7	7
COc1cc2c(cc1OC)C(c1cc(Br)ccc1F)N(C(=O)CCl)CC2 (stereo unspecified)	3	1	0.98	2	-7	-2	-6	0.6	-1
Cc1nnc(SCC(=O)NCc2ccc(F)cc2)[nH]c1=O	0	0.98	1.1	-10	-4	-1	-1	-0.8	2
CCN(CC)C(=O)C(=O)Nc1ccc(F)c(Cl)c1	-1	0.99	0.77	23	-7	-3	1	-0.6	1
CC(Oc1ccccc1F)C(=O)NNC(=O)c1cc2ccccc2o1 (stereo unspecified)	1	0.94	1.9	-90	-2	5	-2	2.5	6
Cc1ccc(C(=O)N[C@H](C(=O)OCC(=O)Nc2cccc(S(N)(=O)=O)c2)C(C)C)cc1	0	1	1	-4	-7	2	3	2.5	-1
Cc1ccc(SCc2cn3c(C)csc3n2)cc1	-8	0.94	0.93	7	-3	0	-3	-0.5	6
O=C(Cc1ccc(Br)cc1)NC1CCSC1=O (stereo unspecified)	-1	1.1	1	-2	-2	4	-2	-1.0	-10
O=c1[nH]c(C2CCCN(S(=O)(=O)c3ccccc3)C2)nc2c1nnn2Cc1ccc(OC(F)(F)F)cc1 (stereo unspecified)	0	0.93	0.93	7	-5	-1	1	0.6	7
Cc1ccc(NS(=O)(=O)c2ccc(C(=O)NCC(c3ccco3)N(C)C)cc2)cc1 (stereo unspecified)	-1	0.96	1.2	-17	-6	-1	2	0.6	4
NC(=O)c1ccc(-c2ncc(-c3ccccc3)o2)cc1	-11	1	1.1	-9	-3	1	0	0.1	-5
CN(CCO)c1nc(N)c2c(N)nc3c(c2c1C#N)CC(=O)N3C1CCCC1	.	1	1.1	-8	2	6	-2	.	-5
CCc1noc(C)c1C(=O)N(CC(C)C)c1c(N)n(Cc2ccccc2)c(=O)[nH]c1=O	0	1.1	0.9	10	-1	-1	-1	-2.2	-6
Cc1cnc(C(=O)Nc2ccccc2C(=O)N2CCOCC2)cn1	5	0.91	1.1	-9	-4	0	-2	0.0	9
COc1ccc(-c2cc(-c3nnc(COC(=O)c4ccc(O)cc4)o3)c3ccccc3n2)cc1OC	15*	0.91	0.99	1	-9	-1	-5	0.0	9

Some entries already given, limited to hIAP inh:
smiles	hIAP inh
CCc1noc(C)c1C(=O)N(CC(C)C)c1c(N)n(Cc2ccccc2)c(=O)[nH]c1=O	10
Cc1cnc(C(=O)Nc2ccccc2C(=O)N2CCOCC2)cn1	-9

Further compounds:
SMILES	GRIN3A LBD mod	mIAP activ	hIAP act	hIAP inh	A3G deaminase	A3A deaminase	beta cell repl	MPTP inh	mIAP block
O=C(CSc1ncn[nH]1)CSc1ncn[nH]1	-1	0.54	1.4	-35	-3	5	-1	-1.0	46*
Cc1cc(-c2onc(C)c2C(=O)Nc2ccc(C(F)(F)F)cc2)no1	0	0.96	0.96	4	-9	-5	1	0.6	4
O=S(=O)(c1ccc(N2CCOCC2)nc1)N(Cc1ccccn1)Cc1ccccn1	2	1	1	-4	-5	-1	1	2.1	-2
CC(C)(CNC(=O)c1ccc(S(=O)(=O)Nc2cccc(C(F)(F)F)c2)cc1)N1CCOCC1	1	1.1	0.99	1	-3	2	-2	-1.2	-15
COc1cc(C(=O)NCc2nnc(SCC(=O)Nc3cc(C)on3)o2)cc(OC)c1OC	-2	1	1.1	-8	-5	1	-1	1.0	-2
